From PubChem
Efflux pump mplx = blocks antifungal efflux pumps in multiplex yeast assay | S. cerevisiae Candida pump triplex, Nile Red efflux | AID 485275 | inhibition, % at 10 µM | 330,000 tested, 0.44% active;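 active = plate passing quality check with inhibition over a set limit, or well fluorescence over plate mean plus 4 SD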;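 also: Nile Red retained in pooled yeast measured as flow cytometry median fluorescence; 0% = buffer negative control and 100% = Enniatin B positive control; higher means more Nile Red kept so more efflux inhibition; some compounds called inactive have numbers as strong as hits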
PP1 counter = blocks human PP1-alpha phosphatase, a PP5 counter-screen. P62136. purified PP1alpha, OMFP fluorescence. inhibition, % at 6.7 µM. 320,000 tested, 0.9% active. AID 2235;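 active = inhibition above the mean inhibition of all tested compounds plus 3 SD, computed separately for each screening campaign, cut at about 15% in these data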
Target sequence (P62136 whole entry, looked up): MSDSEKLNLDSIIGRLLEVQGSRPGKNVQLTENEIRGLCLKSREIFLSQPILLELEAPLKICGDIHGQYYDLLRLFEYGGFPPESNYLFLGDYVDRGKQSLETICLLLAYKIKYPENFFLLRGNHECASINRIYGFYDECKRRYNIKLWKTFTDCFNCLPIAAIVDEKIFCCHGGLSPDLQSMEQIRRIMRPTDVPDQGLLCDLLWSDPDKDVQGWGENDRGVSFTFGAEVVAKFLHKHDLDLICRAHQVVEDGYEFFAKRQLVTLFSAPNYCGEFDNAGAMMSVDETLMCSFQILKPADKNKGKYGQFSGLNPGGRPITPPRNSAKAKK
PREPL inh = human PREPL enzyme inhibition; recombinant PREPL, fluorescence polarization activity-based probe; inhibition, % at 5.96 µM; 320,000 tested, 0.68% active; AID 2751; in the data active = inhibition above about 43%;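 also: 0% = enzyme with DMSO and 100% = wells lacking enzyme; many of its hits are not listed in these tables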
core dimer inh = blocks dimerization of HCV core protein | 300,000 tested, 0.33% active | inhibition, % at 5 µM | AID 1899 | TR-FRET GST/Flag-core106 dimerization, 1536-well;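 active = inhibition above the mean of all tested compounds plus 3 SD, set per screening campaign, cut at about 45% in these data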
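System: GST/Flag-tagged HCV core106 proteins. Incubation: compound-protein-antibody incubation 4 h at 22.5 °C. Technique: HTRF with 340 nm excitation, 617/671 nm emission. Medium: KF-containing HEPES buffer, pH 7.45, DTT, CHAPS, BSA. Read-out: inhibition (%) from 671 over 617 nm ratio. Also added: Eu(K)-anti-GST 90 ng/mL plus XL665-anti-Flag 1 µg/mL.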
GASC-1 inh = inhibitors of human GASC-1 (JMJD2C) demethylase | 330,000 tested, 0.069% active | Q9H3R0 | GST-JMJD2C(1-420) H3K9me3 demethylation, DELFIA europium | inhibition, % at 2.35 µM | AID 2099;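 active = more than half of a compound's replicate wells show inhibition beyond 50%, single wells judged on their own value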;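 also: signal counts dimethyl H3K9 product captured on neutravidin plate; 0% = median of DMSO wells and 100% = 0.3 times that DMSO median; strong numbers were not always called active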
Target sequence (Q9H3R0 1-420 limits assumed): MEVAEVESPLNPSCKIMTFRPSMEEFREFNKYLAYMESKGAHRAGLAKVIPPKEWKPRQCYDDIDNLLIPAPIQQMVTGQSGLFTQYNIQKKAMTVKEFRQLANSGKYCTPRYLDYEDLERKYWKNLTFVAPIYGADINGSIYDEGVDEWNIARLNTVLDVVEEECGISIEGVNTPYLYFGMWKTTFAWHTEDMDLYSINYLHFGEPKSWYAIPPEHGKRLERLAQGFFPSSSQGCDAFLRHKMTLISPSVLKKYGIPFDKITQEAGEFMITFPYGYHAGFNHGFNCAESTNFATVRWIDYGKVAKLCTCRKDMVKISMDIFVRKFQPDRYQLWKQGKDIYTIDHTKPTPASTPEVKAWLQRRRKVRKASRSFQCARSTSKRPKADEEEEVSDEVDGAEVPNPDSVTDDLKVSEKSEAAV
PP5 inh = blocks human protein phosphatase 5 activity; P53041; purified PP5c, OMFP substrate fluorescence; inhibition, % at 6.7 µM; 320,000 tested, 0.18% active;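 active = inhibition above the campaign's mean inhibition across all tested compounds plus 3 SD, cut at about 9.5% in these data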;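 also: 0% = DMSO only and 100% = 100 µM cantharidin control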
TPT1 inh = blocks Candida albicans tRNA 2'-phosphotransferase; 300,000 tested, 0.81% active; AID 1962; recombinant caTPT1, FP RNA substrate dephosphorylation; inhibition, % at 5 µM;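 active = inhibition above the mean of all tested compounds plus 3 SD, set per screening campaign, cut at about 24% in these data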;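 also: plate controls were DMSO alone for no effect and ferristatin control at 100 nM for full effect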
LYPLA2 inh = blocks human lysophospholipase 2, a PME1 counter-screen; O95372; recombinant LYPLA2, FP-Rh probe fluorescence polarization; inhibition, % at 5.9 µM; 320,000 tested, 0.38% active; AID 2177;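 active = inhibition above the screen-wide mean plus 3 SD, limit set per campaign, cut at about 26% in these data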;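 also: 0% = LYPLA2 with DMSO and 100% = wells lacking LYPLA2 enzyme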
Target sequence (O95372 whole entry, looked up): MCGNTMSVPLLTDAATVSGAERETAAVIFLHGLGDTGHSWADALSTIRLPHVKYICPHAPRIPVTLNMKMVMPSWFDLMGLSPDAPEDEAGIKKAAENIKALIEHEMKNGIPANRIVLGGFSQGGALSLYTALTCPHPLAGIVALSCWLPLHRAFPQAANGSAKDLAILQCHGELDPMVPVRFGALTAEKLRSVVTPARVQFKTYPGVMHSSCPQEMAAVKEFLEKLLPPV
CTSL1 counter = cathepsin L1 inhibition, PFM18AAP counter-screen. recombinant F. hepatica cathepsin L1, Z-Leu-Arg-MCA fluorescence. inhibition, % at 5.96 µM. 300,000 tested, 0.49% active;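 active = inhibition above the mean of all tested compounds plus 3 SD, set per screening campaign, cut at about 17% in these data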;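 also: 0% = plate median of test compound wells and 100% = 1 µM Z-Phe-Ala-diazomethylketone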
* hit, by the source's call; x = no result given; & = joins results of further samples. A portion of the library. The share of hits here may be higher or lower than overall.

SMILES	Efflux pump mplx	PP1 counter	PREPL inh	core dimer inh	GASC-1 inh	PP5 inh	TPT1 inh	LYPLA2 inh	CTSL1 counter
O=C(COC(=O)c1cc(-c2ccc(F)cc2)nc2ccccc12)NCC1CCCO1 (stereo not given)	0.0	-3	-11	6	5	4.0	-3	0	-15
Cc1cccc(-n2ncc3c(NCc4ccccn4)ncnc32)c1	-0.3	0	2	-6	0	2.8	-1	3	-7
N#Cc1ccsc1NC(=O)COC(=O)c1cc(Br)ccc1O	0.0	8	-3	35	2	-0.6	9	1	-1
CC(=O)Nc1cccc(NC(=O)CSc2nnc3ccc(-c4cccnc4)nn23)c1	0.2	0	9	2	143	1.3	-1	0	3
CCOc1cc(C(=S)N2CCOCC2)ccc1OS(=O)(=O)c1ccc(Br)cc1	0.0	8	4	-2	-6	0.2	-4	-8	1
CCc1ccc(N/C(SCc2ccccc2C)=C(/C#N)C(=O)NCc2ccco2)cc1	0.2	14	11	3	x	-1.4	0	1	10
O=C(CN1C(=O)NC2(CCCC2)C1=O)Nc1ccccc1N1CCCC1	0.0	-1	1	-12	-5	-1.9	-3	-3	4
Cn1c(-c2ccc3c(c2)OCO3)cc(=O)c2ccccc21	0.1	-4	3	-3	15	4.8	0	12	0
COc1ccc(C(=O)Nc2cc(C)ccc2NC(=O)COc2ccccc2)cc1	-0.3	-4	-11	14	7	3.1	-6	-3	-1
O=C(CSc1ccc2nnc(-c3ccncc3)n2n1)Nc1ccc2c(c1)OCCO2	0.4	-4	11	-26	-2	1.9	0	-6	-5
Cc1cccc(C)c1NC(=O)CCCSc1nnc(-c2ccco2)n1-c1ccccc1	0.0	-4	-1	7	-2	1.4	-2	-3	0
O=C(Cc1ccc(F)cc1)OCC(=O)c1cc2ccccc2o1	-0.1	1	8	2	10	3.6	0	3	-3
COc1ccc(NS(=O)(=O)c2cccc(C(=O)NNC(=O)CNC(=O)c3ccccc3F)c2)cc1	0.0	0	-1	-3	119	0.7	-1	2	-1
O=C(Cc1ccccc1[N+](=O)[O-])NCCc1ccc(F)cc1	-0.1	2	-2	6	1	2.2	2	6	-1
COc1ccc(/C(N)=N/OC(=O)c2cccc([N+](=O)[O-])c2C)cc1	0.0	-1	-3	-1	-1	0.3	-2	-1	0
CCOC(=O)C1CCN(C(=O)C2CCC(=O)N(Cc3cccc(C(F)(F)F)c3)C2)CC1 (stereo not given)	-0.1	-2	9	-5	14	1.2	-2	4	0
CC(=O)N1c2ccc(S(=O)(=O)NC(CC(=O)O)c3ccc(Br)cc3)cc2CC1C (stereo not given)	-0.1	2	3	1	-2	-0.5	1	2	1
Cc1ccc(CNC(=O)C(=O)NCC2CCCO2)cc1 (stereo not given)	-0.1	-1	12	-1	-1	-1.8	-3	2	2
Cc1ccc(O)c(C2=Nc3ccccc3N=C(c3ccc([N+](=O)[O-])cc3)C2)c1	-0.1	0	4	0	-2	3.2	3	3	0
O=C(N=C1SC2CS(=O)(=O)CC2N1c1ccccc1C(F)(F)F)C1CCCO1 (stereo not given)	0.0	-1	-2	10	12	1.1	-3	15	-7
Cc1ccc(NS(=O)(=O)c2cc(OCC(N)=O)c(C)cc2Cl)cc1C	0.0	-2	-6	7	-3	1.9	1	1	0
CCc1ccc(Oc2coc3cc(O)ccc3c2=O)cc1	0.0	-2	14	-2	0	2.9	-3	-3	8
Cc1c(Cl)c([N+](=O)[O-])nn1CCCC(=O)Nc1ccc(Cl)cc1Cl	0.2	-2	21	-4	-5	1.1	4	-10	2
O=C(OC1CCOC1=O)c1ccc2ncsc2c1 (stereo not given)	0.0	1	5	-1	124	2.3	-1	4	0
Cc1nn(-c2ccccc2)c(N2CCCC2)c1/C=N/NC(=O)c1cc(-c2ccccn2)nc2ccccc12	-0.3	8	22	16	2	0.7	0	-3	-1
CCC(C)NS(=O)(=O)c1ccc(OCC(=O)NCc2ccc(OC)cc2)cc1 (stereo not given)	0.0	-3	-4	0	26	1.8	0	3	5
CCn1c(N2CCN(S(=O)(=O)c3ccc(OC)cc3)CC2)nc2ccccc21	-0.1	0	-1	8	-1	0.7	-2	0	-2
O=C(N/N=C/c1ccccc1C(=O)O)c1cccc(S(=O)(=O)Nc2cc(Cl)ccc2Cl)c1	0.1	0	0	6	0	-0.2	0	-1	1
c1ccc(C2Oc3ccccc3C3CC(c4cccs4)=NN32)cc1 (stereo not given)	-0.2	0	-15	4	-2	4.2	49*	-6	-3
COc1ccc(NC(=O)COC(=O)Cn2cnc3ccccc3c2=O)c(OC)c1	-0.1	-2	4	x	4	0.8	x	1	x
O=C(Cn1ccc(C(F)(F)F)n1)N/N=C/c1ccc2c(c1)OCO2	0.1	-1	12	-9	4	1.6	3	-6	7
O=C(N/N=C/C=C/c1cccc([N+](=O)[O-])c1)c1ccncc1	0.1	0	3	-6	4	-0.3	-2	1	5
Cc1ccsc1CN(C)C(=O)CN1C(=O)NC2(CCCCC2C)C1=O (stereo not given)	0.3	-3	17	x	-8	0.4	x	-2	x
COCC(=O)N(Cc1cc2cc(OC)ccc2[nH]c1=O)c1ccccc1	-0.2	3	3	2	3	0.6	3	2	3
O=C(Cn1cc(SCc2ccccc2Cl)c2ccccc21)N1CCOCC1	-0.1	1	5	-6	-8	1.9	-3	-5	0
CC(C)c1ccc(N(C(=O)c2csnn2)C(C(=O)NC2CCCC2)c2ccncc2)cc1 (stereo not given)	0.0	-1	13	-15	3	-0.8	-4	0	2
Cc1ccc(C(=O)Nc2nc(=O)n(C(=O)CC(C)C)s2)cc1	0.1	-5	12	0	-33	2.1	2	-6	-6
Cc1nc(SCC(=O)Nc2cc(C)on2)c2c(C)c(C)sc2n1	-0.1	-1	11	-10	-12	1.0	1	-2	-3
Clc1cccc(/C=N\Nc2nccs2)c1	0.3	-2	4	14	-27	-2.8	-2	-2	10
Cc1nc(N2CCOCC2)[nH]c(=O)c1CCC(C)C	0.1	-4	1	-2	5	2.4	4	0	0

Whole records from above. Values in the order: Efflux pump mplx, PP1 counter, PREPL inh, core dimer inh, GASC-1 inh, PP5 inh, TPT1 inh, LYPLA2 inh, CTSL1 counter
Profile of O=C(Cn1ccc(C(F)(F)F)n1)N/N=C/c1ccc2c(c1)OCO2 = 0.1, -1, 12, -9, 4, 1.6, 3, -6, 7
Profile of Cc1ccc(C(=O)Nc2nc(=O)n(C(=O)CC(C)C)s2)cc1 = 0.1, -5, 12, 0, -33, 2.1, 2, -6, -6
Profile of Cc1ccsc1CN(C)C(=O)CN1C(=O)NC2(CCCCC2C)C1=O (stereo not given) = 0.3, -3, 17, x, -8, 0.4, x, -2, x

Next entries.
SMILES	Efflux pump mplx	PP1 counter	PREPL inh	core dimer inh	GASC-1 inh	PP5 inh	TPT1 inh	LYPLA2 inh	CTSL1 counter
CSc1nsc(NC(=O)CCNC(=O)c2ccc([N+](=O)[O-])cc2)n1	-0.1	-4	-1	8	3	-0.5	2	5	-1
COc1ccc(-c2nn(-c3ccccc3)cc2C(=O)NC2CC2)cc1	0.0	-4	0	x	-3	3.6	x	8	x
CNc1oc(Cc2ccccc2)nc1S(=O)(=O)c1ccccc1	-0.2	-1	2	-1	3	-0.7	1	5	22*
CCOc1ccc(NC(=O)N2CCN(c3nc4ccccc4s3)CC2)cc1	-0.1	3	12	7	3	3.8	-4	5	-1
CN(C)CC(C)(C)CNS(=O)(=O)c1cccc2nsnc12	-0.3	-2	0	-3	-8	-0.4	-3	8	0
CCCCCCNc1c([N+](=O)[O-])c(=O)sc2ccccc12	-0.1	-1	1	4	-7	0.3	-1	-4	1
Cc1c(C(=O)NCc2ccco2)oc2c(F)cccc12	0.0	4	-3	x	-1	1.0	x	-5	x
CCC(C)(C)n1nnnc1C(c1cc2ccc(C)cc2[nH]c1=O)N(Cc1cccnc1)Cc1ccco1 (stereo not given)	-0.1	3	5	5	8	1.3	2	2	2
CCOC(=O)c1cccc(NC(=O)CSc2nnc(-c3ccncc3)n2CCCOC)c1	-0.2	-1	0	-3	-1&5	-2.1	-2	-1	0
Cc1ccc2oc(C(=O)N3CCC(O)(c4cccc(C(F)(F)F)c4)CC3)c(C)c2c1	0.5*	6	1	5	0	7.3	-1	-18	2
Cc1cccc(C)c1NC(=O)CNC(=O)CN1C(=O)NC2(CCc3ccccc32)C1=O (stereo not given)	-0.2	3	15	x	-8	4.4	x	3	x
CCOC(=O)C1=CN(C)C=C(C(=O)OCC)C1c1ccsc1	0.0	-4	14	-1	7	-0.4	-3	5	1
Cc1ccc2nc(N3C(=O)CNC3=S)sc2c1	0.0	1	10	-1	-34	-0.9	6	-6	7
CCCCC(=O)OCC(=O)c1ccc(OCC)cc1	0.0	-4	3	-3	5	2.9	-1	2	2
COc1ccc(N2CCN(C(c3cc4cc(C)ccc4[nH]c3=O)c3nnnn3Cc3ccccc3)CC2)cc1 (stereo not given)	0.1	4	11	7	-4	2.7	-1	-1	1
O=C(CN1CCCCC1)Nc1c2c(nc3ccccc13)N(c1ccccc1)CC2	-0.1	-1	-2	9	7	-0.7	3	-7	-1
O=C(O)CC(NCc1ccco1)C(=O)OCCCl (stereo not given)	0.0	-1	-2	3	-11	0.9	-5	0	7
Cc1ccc(S(=O)(=O)CCC(=O)Nc2nc3c(s2)CCCC3)cc1	0.1	0	-2	8	10	-0.6	-1	1	0
CC(c1ccccc1)n1cnc2ccccc21 (stereo not given)	0.0	1	13	-4	25	2.7	-5	9	1
Cc1ccc(CN(Cc2ccccn2)C(=O)Nc2c(F)cccc2F)cc1	0.0	0	-1	9	1	1.3	2	-5	-1
CC(=O)N1c2ccc(S(=O)(=O)NCCc3ccc(S(N)(=O)=O)cc3)cc2CC1C (stereo not given)	0.1	-8	-1	-2	4	-1.8	1	1	-2
O=Cc1ccc(O)cc1O	0.0	-3	-5	-2	-5	3.4	-4	1	0
Cc1onc(-c2ccccc2)c1C(=O)Nc1sc2c(c1C(N)=O)CCC2	0.4	6	19	62*	-3	3.0	14	6	1
COc1ccc(NC(=O)c2ccccn2)cc1OC	0.0	-1	3	7	6	0.5	-3	5	0
Cc1cc(Br)ccc1SCC(=O)OCC(=O)NC1CC1	0.0	-1	-9	-4	1	-0.9	3	-8	-16
COc1ccc(CC(=O)OCC(=O)N2CCc3ccccc32)cc1OC	-0.1	-3	2	x	x	-0.7	x	5	x
CN1CC2CCCC3(C1)C(=O)NC1(CCCCC1)N=C23 (stereo not given)	0.0	-1	1	2	4	-2.4	-2	-2	-4
COCCNC(=O)CN1CCC(NC(=O)Nc2ccc(C(F)(F)F)cc2)CC1	-0.2	-1	0	-1	-12&-6	0.8	-4	0	-4
Cc1[nH]n(C(C)(C)C)c(=O)c1Sc1ccc(Cl)cc1	-0.1	0	2	-1	4	-0.7	-2	1	8
COc1cccc(N2CCN(S(=O)(=O)c3ccc4c(c3)oc(=O)n4C)CC2)c1	-0.2	-4	-1	1	-20	0.0	-1	-11	9
N#CCSc1nnc2ccc3ccccc3n12	0.1	1	19	-4	0	0.5	1	5	-1
CC(C)C(=O)N1CCN(CCN=CC2=C(O)CC(c3ccco3)CC2=O)CC1 (stereo not given)	0.2	-3	14	0	3	0.1	-2	0	3
CCOc1ccc(CC(=O)NNC(=S)NCCc2ccccc2)cc1	0.0	3	-2	3	10	-1.6	-4	-2	-1
